# Source: PubChem (several laboratories)
# 14-3-3 Bad PPI: disrupts binding of bovine 14-3-3 zeta to phospho-Bad peptide. P63103. TR-FRET 14-3-3zeta/Dy647-pBad peptide displacement, 1 h. inhibition, % at 21.7 µM. 220,000 compounds, 0.71% hits. AID 781;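 active means inhibition above about 70%, limit read from the data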;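 further: 0% = full 14-3-3 plus peptide FRET controls and 100% = background without 14-3-3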
# Target sequence (P63103 whole entry, looked up): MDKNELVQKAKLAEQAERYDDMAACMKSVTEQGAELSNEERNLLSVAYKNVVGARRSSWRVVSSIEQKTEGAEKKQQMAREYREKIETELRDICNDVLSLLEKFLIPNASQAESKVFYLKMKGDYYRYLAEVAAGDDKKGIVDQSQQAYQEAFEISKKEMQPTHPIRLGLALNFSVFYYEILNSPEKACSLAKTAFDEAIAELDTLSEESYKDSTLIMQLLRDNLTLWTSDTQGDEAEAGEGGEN
# FXIa inh: blocks human coagulation factor XIa protease activity; inhibition, % at 5 µM; AID 798; 220,000 compounds, 0.14% hits; purified FXIa, Boc-Glu-Ala-Arg-AMC fluorogenic substrate;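 active means inhibition of at least 40%; inactive means inhibition below 40%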;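 further: fluorescence of freed AMC excited at 355 nm; 0% = enzyme without compound and 100% = no enzyme blank; many of its hits are not listed in these tables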
# Rad51 HR inh: blocks human Rad51 in homologous recombination; AID 1385; 200,000 compounds, 0.085% hits; inhibition, % at 10 µM; hRad51 DNA strand exchange, fluorescence dequenching; Q06609;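 active means inhibition above 40% at the single screening dose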;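 further: 0% = DMSO control wells and 100% = blanks with heterologous ssDNA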
# Target sequence (Q06609 whole entry, looked up): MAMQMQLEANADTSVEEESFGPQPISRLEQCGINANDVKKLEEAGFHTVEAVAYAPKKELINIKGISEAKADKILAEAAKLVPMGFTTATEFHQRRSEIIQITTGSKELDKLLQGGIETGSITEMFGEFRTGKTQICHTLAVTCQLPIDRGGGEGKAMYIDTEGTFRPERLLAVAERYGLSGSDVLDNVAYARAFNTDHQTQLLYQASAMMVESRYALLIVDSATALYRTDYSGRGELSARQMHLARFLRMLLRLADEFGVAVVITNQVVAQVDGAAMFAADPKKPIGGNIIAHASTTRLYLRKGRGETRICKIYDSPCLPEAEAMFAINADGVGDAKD
#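 Assay system: Human Rad51 nucleoprotein filaments preassembled on unlabelled ssDNA | Reagent: Donor/quencher-labelled 47-bp dsDNA substrate | Doses: One concentration, 10 µM final | Times: 37 °C 15-min filament assembly, 30-min compound preincubation, 15-min exchange | Technique: Fluorescein emission 520 nm, excitation 485 nm | Benchmarks: Plate control and blank wells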
# MDM2 E3 inh: inhibitors of human Mdm2 E3 ubiquitin ligase; Q00987; cell-based MDM2 ubiquitination luciferase reporter, 2 h; 0 = plate control, 100 = twice control, blank-subtracted; signal enhancement, % at 5 µM; 210,000 compounds, 0.11% hits; AID 1230;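 active means signal enhancement of 30% or more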;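 further: luminescence tracks abundance of the self-degrading MDM2-luciferase fusion protein; higher signal means inhibition of MDM2 E3 ligase activity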
# Target sequence (Q00987 whole entry, looked up, the tested form may be a part): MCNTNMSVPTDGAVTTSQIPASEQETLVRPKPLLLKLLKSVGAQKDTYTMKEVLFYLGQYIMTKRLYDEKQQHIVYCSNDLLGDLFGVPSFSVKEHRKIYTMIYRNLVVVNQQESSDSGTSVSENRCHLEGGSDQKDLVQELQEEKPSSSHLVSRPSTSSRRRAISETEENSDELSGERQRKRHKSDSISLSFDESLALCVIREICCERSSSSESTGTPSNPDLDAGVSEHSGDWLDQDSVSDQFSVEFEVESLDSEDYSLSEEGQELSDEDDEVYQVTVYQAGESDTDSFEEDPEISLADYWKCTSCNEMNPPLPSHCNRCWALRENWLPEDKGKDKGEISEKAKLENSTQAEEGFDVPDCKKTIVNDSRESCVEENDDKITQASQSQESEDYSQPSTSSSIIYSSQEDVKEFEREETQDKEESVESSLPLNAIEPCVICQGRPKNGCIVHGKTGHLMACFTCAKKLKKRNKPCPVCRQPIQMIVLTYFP
#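 Material: stable MDM2–luciferase fusion reporter cells / Quantity: 2000 cells/well / Dosing: single 5 µM compound dose, 0.2% final DMSO / Buffer or medium: DMEM / Schedule: 4 h cell settling then 2 h compound exposure, 37 °C / Detection: luminescence with SteadyLite reagent, 15 min at room temperature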
# hK5 inh: inhibitors of human kallikrein 5; Q9Y337; recombinant hK5, fluorogenic AMC substrate cleavage; inhibition, % at 5 µM; 210,000 compounds, 0.59% hits; AID 873;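 active means inhibition of 40% or more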;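 further: 0% = enzyme controls without compound and 100% = no-enzyme blanks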
# FXIIa inh: factor XIIa (human) inhibition; AID 800; 220,000 compounds, 0.3% hits; inhibition, % at 5 µM; purified FXIIa, Boc-QGR-AMC fluorogenic substrate, 2 h; in the data active means inhibition above about 40%;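 further: 0% = enzyme with no compound and 100% = blank without enzyme; many of its hits are not listed in these tables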
# eIF4E-4G inh: inhibitors of eIF4E and eIF4G interaction in translation initiation | TR-FRET eIF4E-eIF4GI(517-606) binding, 2 h | inhibition, % at 21.7 µM | 220,000 compounds, 0.37% hits | AID 782;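 active means inhibition above about 30%, limit read from the data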;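 further: 0% = full FRET control wells and 100% = background wells lacking eIF4GI fragment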
# Wee1 stabilizer: inhibitors of human Wee1 degradation. HeLa Luc-Wee1K328M stability, luciferase luminescence; 100% = proteasome inhibitor MG132 effect. reporter increase, % at 5 µM. 220,000 compounds, 1.2% hits;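 active means activation above the mean of all tested compounds plus 3 SD, set per screening run, cut at about 8.8% in these data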;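 further: cells exposed to compound for 20 h before luminescence read; 0% = DMSO alone and 100% = MG132 at 30 µM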
# p97 inhibitor: inhibitors of human p97 ATPase | recombinant p97 ATPase, Kinase-Glo ATP luminescence, 3 h | AID 1481 | inhibition, % at 8 µM | 220,000 compounds, 0.42% hits | P55072; in the data active means inhibition above about 15%;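 further: 0% = DMSO vehicle and 100% = wells lacking enzyme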
# Numbers without * were called inactive; i = inactive; · = no result given; [ ] = another dose, or the depositor's remark.
SMILES,14-3-3 Bad PPI,FXIa inh,Rad51 HR inh,MDM2 E3 inh,hK5 inh,FXIIa inh,eIF4E-4G inh,Wee1 stabilizer,p97 inhibitor
O=C(/C=C/c1cccc([N+](=O)[O-])c1)NC(=S)Nc1ccc(CN2CCOCC2)cc1,8,3,-7,-12,-3,-1,-3[fluorescence artefact?],-2,2
COc1ccc(C(=O)c2c[nH]c(C(=O)NCc3cccs3)c2)cc1,·,-1,·,-7,-1,4,·,-3,0
CCOC(=O)c1[nH]c2ccccc2c1NC(=O)c1ccc2c(c1)OCO2,0,-5,7,-7,-6,1,-2,-3,-11
CCN(CC)c1nc(-c2ccccc2)cc(C(F)(F)F)c1C#N,-5,-12,21,-12,0,-13,-9,0,1
COC(=O)c1ccc(NC(=O)CO/N=C2\CCCc3nonc32)cc1,-2,3,-1,-9,-1,11,2,3,1
COc1cc(/C=C/C(=O)OCC(=O)NC(=O)NC(C)C)ccc1O,-7,-2,·,-9,-2,0,5,-2,1
CCOc1ccc(-n2cc(-c3ccccc3)c3c(N4CCOCC4)ncnc32)cc1,-18,-8,31,-8,-13,0,2,0,-2
CC(C)[C@H](NC(=O)c1ccccc1Cl)C(=O)Nc1nc(-c2ccccn2)cs1,-16,-5,-1,5,-8,·,-1,-1,1
C/C=C/Cn1c(SC)nc2c1c(=O)[nH]c(=O)n2C,-3,5,7,-15,0,2,0,-3,5
Cc1cc(C)cc(N(C(=O)c2ccc3c(c2)OCO3)C2C=CS(=O)(=O)C2)c1 (configuration not stated),6,-4,4,-13,2,6,9,-2,1
S=C(NCc1ccco1)N/N=C/c1ccc(Cl)cc1,3[fluorescence artefact?],-8,-1,0,-8,-18,-18,-1,-9
CCc1nc(N2CCCCC2C(=O)O)c2oc3ccccc3c2n1 (configuration not stated),1,-9,0,-18,10,2,-8,-3,-5
N#C/C(=C\c1ccc(/C=C(/C#N)c2nn(CCO)c(N)c2C#N)cc1)c1nn(CCO)c(N)c1C#N,11,0,-10,-24,-13,0,5,0,1
COc1ccc2cnn(-c3ccc(OC(F)(F)Cl)cc3)c(=O)c2c1OC,2,1,14,5,-8,9,-1,0,-2
CC1(C)CC(=O)C2=C(C1)Nc1ncnn1C2c1cccs1 (configuration not stated),0,15,-11,-9,9,18,-2,-3,-3
O=C(CCN1C(=O)/C(=C/c2ccc3c(c2)OCO3)SC1=S)NNC(=O)c1cccnc1,71*,7,-32,-12,3,6,2,0,2
O=C(O)CCSc1nc2ccccc2s1,-4,0,0,-2,4,4,-2,0,-1
COc1cccc(C2=N/C(=C\N(C)C)C(=O)O2)c1,-6,-3,19,-16,-1,4,-2[fluorescence artefact?],2,-8
CC(NC(=O)c1nn(C)c(=O)c2ccccc12)c1ccc(F)cc1 (configuration not stated),-9,-2,11,-16,-4,2,-1,-1,0
COCc1nnc(NC(=O)c2cccs2)s1,7,4,-8,-3,-5,10,-1,2,1

# Ordered by molar mass (rising): part of the list above
SMILES,14-3-3 Bad PPI,FXIa inh,Rad51 HR inh,MDM2 E3 inh,hK5 inh,FXIIa inh,eIF4E-4G inh,Wee1 stabilizer,p97 inhibitor
COc1cccc(C2=N/C(=C\N(C)C)C(=O)O2)c1,-6,-3,19,-16,-1,4,-2[fluorescence artefact?],2,-8
CC(NC(=O)c1nn(C)c(=O)c2ccccc12)c1ccc(F)cc1 (configuration not stated),-9,-2,11,-16,-4,2,-1,-1,0
CC(C)[C@H](NC(=O)c1ccccc1Cl)C(=O)Nc1nc(-c2ccccn2)cs1,-16,-5,-1,5,-8,·,-1,-1,1
O=C(CCN1C(=O)/C(=C/c2ccc3c(c2)OCO3)SC1=S)NNC(=O)c1cccnc1,71*,7,-32,-12,3,6,2,0,2

# (further entries)
SMILES,14-3-3 Bad PPI,FXIa inh,Rad51 HR inh,MDM2 E3 inh,hK5 inh,FXIIa inh,eIF4E-4G inh,Wee1 stabilizer,p97 inhibitor
CC#CCN1c2ccccc2[C@]23C[C@@H](C(=O)OC)N(C(=O)C4CCC4)C2=NC(C(=O)OC)=C(C(=O)OC)[C@H]13,-2,1,-5,-4,2,8,-3,·,·
N#CCCN(C1CCCCC1)S(=O)(=O)c1cccc2nsnc12,6[fluorescence artefact?],4,·,-4,-7,6,-1,-1,4
Oc1cccc(-c2nc3ccccc3s2)c1,-5[fluorescence artefact?],14,·,-19,63*,12,1,3,-3
CCOC(=O)NC1(C(F)(F)F)NC(=O)N(c2cccc(C(F)(F)F)c2)C1=O (configuration not stated),-6[fluorescence artefact?],2,-2,2,-9,10,-6,3,-2
CCCCCCCCNC(CO)(CO)CO,1,0,2,-22,1,2,-3,-3,5
CCn1c(=O)c(NC(=O)c2ccccc2)c2n(c1=S)CCCCC2,7,8,·,-2,-8,26,-7,2,5
CN(C)CCNC(=O)c1ccc(Sc2ccc(Br)cc2)c([N+](=O)[O-])c1,3,1,2,-6,6,9,4,0,-6
COc1ccc(NC(=O)CSc2ncccc2C(=O)OC(C)C)cc1OC,-4,3,-5,-25,3,13,-4,-2,-2
O=C(Cc1cccs1)N/N=C/C(Br)=C/c1ccccc1,-1,4,·,-1,-4,12,-1,8,-4
CN([C@@H](Cc1ccc(OS(=O)(=O)c2cccc3cnccc23)cc1)C(=O)N1CCN(c2ccccc2)CC1)S(=O)(=O)c1cccc2cnccc12,8,-4,-2,·,-10,6,-3,2,5
COc1ccccc1N1CCN(C(=O)c2ccc(Cl)c(S(=O)(=O)NCc3ccco3)c2)CC1,4,2,0,-7,14,9,0,3,-2
Cc1ncc(S(=O)(=O)c2ccccc2)c(-c2ccc(Cl)cc2Cl)n1,6[fluorescence artefact?],19,-4,-9,0,31,-2[fluorescence artefact?],-1,-2
O=C(CN1CCC(n2nnc3cc(C(F)(F)F)ccc32)CC1)Nc1ccc2c(c1)OCCO2,-11,6,4,-27,-5,20,-3,15*,-3
CC1SCC(NC(=O)c2cccc(Cl)c2)CS1 (configuration not stated),7,1,-16,-5,2,8,-4,-3,6
COCCn1c(SCC(=O)Nc2ccc(Cl)cn2)nnc1-c1ccncc1,-5,1,3,-4,-1,15,-1,1,4
Cc1ccc(C2CC(=O)N3CN(c4ccc(Br)cc4)CSC3=C2C#N)o1 (configuration not stated),-8,14,3,-24,19,20,11,1,2
Cc1ccc(S(=O)(=O)C2CCOC2=O)cc1 (configuration not stated),2[fluorescence artefact?],-8,-7,-11,1,-18,-1[fluorescence artefact?],1,4
CC(/C=C/c1ccccc1)=N\Nc1ccccc1[N+](=O)[O-],1,4,·,-5,22,13,-1,1,4
Cc1ccc(C(=O)N/C(=C/c2ccc(Cl)cc2)C(=O)Nc2cccc(C(=O)O)c2)cc1,-17,2,4,-3,-25,9,0[fluorescence artefact?],-3,4
CCNC(=O)N(C)c1nncnc1C(=O)NC,8[fluorescence artefact?],-6,·,-13,4,1,1,-1,-3
CC1=NC(=O)C(N=Nc2ccccc2C(=O)O)N1c1ccccc1 (configuration not stated),-16,0,-2,18,2,6,-7,-2,9
CC(C)(C)NC(=O)C(c1ccncc1)N(C(=O)c1csnn1)C1CC1 (configuration not stated),18,3,-7,12,2,18,0,-3,-1
N#Cc1c(-c2ccc(Br)cc2)nc2n(c1=O)CCCS2,16,4,-13,-4,2,0,-27,0,3
CCC(=O)N(CCc1ccccc1C)Cc1cc2cc3c(cc2[nH]c1=O)OCO3,16,13,5,-5,-23,19,-7,5,5
O=C(COC(=O)c1cccc(S(=O)(=O)N2CCN(c3ccc(F)cc3)CC2)c1)NCC1CCCO1 (configuration not stated),-19,5,11,-1,-4,5,1,-2,0
Cc1cc(C)cc(NC(=O)CCNS(=O)(=O)c2ccc3c(c2)oc(=O)n3C)c1,0,4,-2,0,5,15,1,2,-1
COC(=O)c1ccc(NS(=O)(=O)c2ccc3c(c2)oc(=O)n3C)cc1,9,5,3,-6,-10,14,-2,·,·
Cc1cc(C2C(C#N)=C(N)OC3=C2C(=O)CC(C)(C)C3)c(C)s1 (configuration not stated),-13[fluorescence artefact?],-3,-8,-7,7,11,-1[fluorescence artefact?],3,-4
O=C(COC(=O)c1cc(-c2cccs2)nn1-c1ccccc1)Nc1ccc(F)c([N+](=O)[O-])c1,-6[fluorescence artefact?],21,·,·,-22,23,0[fluorescence artefact?],4,8
COc1ccc(-n2nc(C(=O)NCC(=O)NCC3CCCO3)c3ccccc3c2=O)cc1 (configuration not stated),2,3,5,6,-12,9,-2,-2,-3
COc1ccc(-c2nc(CSCC(=O)NCc3ccc4c(c3)OCO4)c(C)o2)cc1OC,5,1,1,-7,-4,8,3[fluorescence artefact?],0,2
C1CNCCOCCNCCN1,-5,-9,5,-19,-244,5,4,-3,3
COc1ccc(CNC(=O)C(C#N)c2nc3ccccc3nc2N2CCCC2)cc1 (configuration not stated),-11,3,i,-11,-9,15,-10,0,3
CCC1CCCCN1C(=O)CSc1nc2c(cnn2-c2ccc(C)cc2)c(=O)[nH]1 (configuration not stated),0,0,-1,-13,-9,7,-9,4,2
CC(=O)/C(=N\Nc1ccc(Cl)cc1Cl)Sc1nnc(-c2ccccc2)n1-c1ccccc1,16,7,1,-3,-2,2,5,-3,3
N#Cc1sc(NCc2ccccc2)nc1Cl,-17,-5,i,9,-3,4,1,3,4
CC(C)CCNC(=O)COC(=O)/C=C/c1ccc2ccccc2n1,-8,-2,-1,-23,-19,2,-5,-2,1
COc1ccc(CNC(=S)Nc2cccc(C)c2C)cc1,-4,5,-2,-8,-27,15,2,-1,-6
COc1ccccc1C(=O)Nc1ccc(-c2nnn(CC(=O)NCc3ccco3)n2)cc1,48,-4,-9,·,0,4,6,2,-2
Cc1ccc(NC(=O)CN2C(=O)S/C(=C\c3ccc(-c4cccc(C(=O)O)c4C)o3)C2=O)cc1,-11[fluorescence artefact?],1,-2,2,-3,16,16[fluorescence artefact?],-1,3
COc1cccc(CN2C(=O)CCC2(C)C(=O)NC2CCCCC2)c1 (configuration not stated),-2[fluorescence artefact?],1,-5,-18,-5,-32,-6[fluorescence artefact?],2,2
Nc1ccccc1Nc1cc(-c2ccccc2)nn1-c1ccccc1,-6[fluorescence artefact?],-3,2,-8,-7,6,-1[fluorescence artefact?],-1,0
COc1ccc(/C=N/N=C2/NC(=O)C(CC(=O)O)S2)cc1OCc1ccccc1Cl (configuration not stated),2,8,·,·,-19,8,1[fluorescence artefact?],2,5
CCC(=O)NC(=S)Nc1cccc(NC(=O)c2ccco2)c1,-9,2,5,-11,0,7,1,-2,3
Cc1cc(C)c(C)c(OCCOCCN2CCN(C)CC2)c1,39[fluorescence artefact?],3,·,1,-8,11,2,-2,2
O=C(NC1CCCCC1)N1CCc2[nH]c3ccccc3c2C1,-1,-4,-3,·,-9,-3,5,-3,7
O=C(Oc1ccc(OC(=O)C2CCC2)cc1)C1CCC1,0[fluorescence artefact?],5,7,13,-14,5,11,-3,2
O=C1c2cccc3cc([N+](=O)[O-])cc(c23)C(=O)N1/N=C/c1ccc(O)cc1O,97*,1,-54,-14,8,-2,13,-1,8
Cc1ccc(C)c(NC(=O)CS(=O)(=O)c2c[nH]c3ccccc23)c1,1,-9,4,-16,13,-2,5,1,4
